CHX counter: counter-screen for Shiga toxin inhibitors: cycloheximide protein synthesis inhibition | cell reporter, cycloheximide protein synthesis inhibition counterscreen | max response, % | 300,000 tested, 12% active | AID 2314; in the data active = max response mostly above about 13%, no sharp cut-off; inactive = mostly below about 14%; note: read at 38.3 µM for the half of the compounds with a filed dose; 0% is about no effect
Sm TGR inh: S. mansoni TGR enzyme inhibition; Q962Y6; purified TGR, DTNB reduction, TNB absorbance 405 nm; Potency, µM (highest dose often 114 µM), for inactives: top-dose activity change, negative = inhibition, most hits filed as inhibitors; 360,000 tested, 3% active; AID 485364; note: potency is the fitted concentration of half-maximal effect; % is set by controls: 0 for no effect and ±100 for the full control effect; nearly all actives have a fitted effect of over 60% in size
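Kinetic colorimetric format: TGR-catalysed, NADPH-driven DTNB reduction monitored via TNB absorbance. Enzyme dispensed at 20 nM; compound exposure 15 min at room temperature before reaction start.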
Shiga toxin inh: inhibitors of Shiga toxin in Vero cells. Vero cells, Shiga toxin protein synthesis inhibition reporter. inhibition, % at 38.7 µM. 290,000 tested, 9.2% active; in the data active = inhibition mostly above about 28%, no sharp cut-off; inactive = mostly below about 43%; note: 0% is about no effect
Pf growth 96h: P. falciparum growth inhibition at 96 hours; P. falciparum luciferase reporter growth, 96 h; Potency, µM (top dose mostly 28.7 µM), inactives show top-dose activity change, negative = inhibition, usual class: inhibitors; 320,000 tested, 6.9% active; AID 504834; note: potency is the fitted concentration of half-maximal effect; % is set by controls: 0 for no effect and ±100 for the full control effect
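Luminescence readout: decreased luciferase signal marks inhibited growth of reporter-expressing P. falciparum in infected red cells (2% hematocrit, 0.05% parasitemia final), exposed to compound two generations (96 h, 37 C, 5% CO2).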
FBPA Giardia inh: blocks Giardia fructose-bisphosphate aldolase activity. A8B2U2. purified Giardia FBPA. Potency, µM (series often up to 59.6 µM), for inactives: at the highest dose activity, negative = inhibition, actives largely listed as inhibitors. 290,000 tested, 0.71% active. AID 2451; note: potency is the fitted concentration of half-maximal effect; % is set by controls: 0 for no effect and ±100 for the full control effect; nearly all actives have a fitted effect of over 55% in size
Target sequence (A8B2U2 whole entry, looked up): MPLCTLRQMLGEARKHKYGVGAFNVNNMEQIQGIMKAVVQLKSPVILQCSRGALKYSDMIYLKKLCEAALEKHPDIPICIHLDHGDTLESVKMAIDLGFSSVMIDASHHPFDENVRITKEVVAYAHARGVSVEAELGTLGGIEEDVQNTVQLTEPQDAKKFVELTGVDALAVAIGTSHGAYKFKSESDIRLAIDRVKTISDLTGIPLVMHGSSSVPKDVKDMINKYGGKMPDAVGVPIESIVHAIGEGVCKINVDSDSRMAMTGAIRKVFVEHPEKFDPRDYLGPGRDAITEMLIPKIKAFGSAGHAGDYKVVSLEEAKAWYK
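Giardia FBPA (40 nM reagent) was preincubated 10 min at RT with compound (up to 57.5 uM final), then substrate plus GAPDH/TPI/NAD/arsenate coupling system with diaphorase/resazurin was added; resorufin fluorescence (525/598 nm) was read after 20 min.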
Pf growth 48h: inhibits P. falciparum growth in the first generation, 48 h | 310,000 tested, 5.9% active | P. falciparum luciferase growth in erythrocytes, 48 h | AID 504832 | Potency, µM (series often up to 28.7 µM), inactives show top-dose activity change, negative = inhibition, actives largely listed as inhibitors; note: potency is the fitted concentration of half-maximal effect; % is set by controls: 0 for no effect and ±100 for the full control effect
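A one-generation exposure of luciferase-tagged malaria parasites in RPMI 1640/Albumax erythrocyte culture, 37 C and 5% CO2. Inhibition is inferred from decreased luminescence after adding detection reagent.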
* = called active by the depositor; ? = inconclusive; . = no result given; & = joins results of further samples; [ ] = remark or other dose. Unless noted, calls come from the whole dose curve; as a rule, active = well fitted curve in the direction sought with a large enough effect; inconclusive = small, poorly fitted or top-dose-only effect, or another doubt; inactive = no such curve, though single readings can be large; an effect the other way counts as inactive or inconclusive. Rows are unselected (roughly 24% active in at least one column).

The first three entries, to show the layout:
SMILES,CHX counter,Sm TGR inh,Shiga toxin inh,Pf growth 96h,FBPA Giardia inh,Pf growth 48h
COc1cc(NC(=O)C2COc3ccccc3O2)c(OC)cc1Cl (configuration not stated),-0.9,-4.8%,3.8,.,-0.3%,.
O=C(Nc1cccc(NC(=S)NC(=O)c2cccs2)c1)c1ccccc1,-1.7,-13.8%,16.7,37.6%[activator],-29.9%,28.0%
Cc1nc2ncnn2c(C)c1CCC(=O)N1CC(C)CC(C)C1 (configuration not stated),-3.1,-20.7%,-8.3,41.9%[activator],6.1%,.

The list itself, from the first entry:
SMILES,CHX counter,Sm TGR inh,Shiga toxin inh,Pf growth 96h,FBPA Giardia inh,Pf growth 48h
COc1cc(NC(=O)C2COc3ccccc3O2)c(OC)cc1Cl (configuration not stated),-0.9,-4.8%,3.8,.,-0.3%,.
O=C(Nc1cccc(NC(=S)NC(=O)c2cccs2)c1)c1ccccc1,-1.7,-13.8%,16.7,37.6%[activator],-29.9%,28.0%
Cc1nc2ncnn2c(C)c1CCC(=O)N1CC(C)CC(C)C1 (configuration not stated),-3.1,-20.7%,-8.3,41.9%[activator],6.1%,.
Cc1nc(SCC(=O)N2CCc3ccccc32)n[nH]1,33.1*,0.5%,41.1,?,0.9%,0.0%
O=S(=O)(NCc1ccccc1)c1cccc2nsnc12,-6.5,-1.1%,10.0,-9.4%,-10.4%,16.1%
Cc1ccc(C(=O)NCc2ccco2)cc1Br,1.1,44.7µM*,11.9,-25.1%,-0.5%,.
O=C(C1CCCCC1)N1CCc2[nH]c3ccc(F)cc3c2C1,-2.4,0.4%,3.3,34.8%[activator],-1.6%,-1.1%
CC(=O)Nc1cc2c(ccc3ccccc32)oc1=O,5.5,-8.0%,16.2,0.0%,-2.0%,3.7%
C=CCCC(=O)Nc1nc(C)c(-c2csc(Nc3ccc(Cl)cc3)n2)s1,-1.5,0.0%,5.7,0.657µM*,-5.5%,1.47µM*
COc1cccc(C(=O)NCc2ccc(N3CCN(C(=O)OC(C)(C)C)CC3)cc2)c1,-2.0,3.4%,-11.6,-42.6%,2.2%,?
CC1CCCCC1NCC#CCOc1ccc(Cl)cc1 (configuration not stated),16.0,-20.7%,2.8,7.1%,?,-22.6%
COc1ccc(OCCCC(=O)Nc2cc([N+](=O)[O-])ccc2C)cc1,-1.6,-6.7%,8.1,-8.9%,4.2%,0.7%
Cc1ccc(NC(=O)c2ccc(-n3cccn3)nc2)cc1,15.6,-1.9%,18.4,19.5%,3.7%,23.6%
CCCC/C=C/[C@H](C)[C@@](C)(COC(=O)c1ccc(Br)cc1)Cc1ccccc1,15.8,.,4.1,.,4.4%,.
CN(c1ccccc1)S(=O)(=O)c1ccc(NC(=O)c2ccc(-c3ccccc3)cc2)cc1,1.6,-15.3%,-14.9,?,-2.6%,?
Cc1oc(-c2cccs2)nc1CN1CCC(CO)(CCOc2ccccc2)CC1,-1.5,-8.1%[57.1 µM],-15.3,2.5%,5.1%,?
COc1cccc(OC)c1C(=O)NC(=S)NCc1cccnc1,0.6,-41.0%,-2.9,-31.1%,.,82.7%[activator]
COc1ccc(C(=O)ON=C2C=C(C)C(=O)C(C)=C2)cc1,-1.1,-0.8%,0.4,?,?,9.4%
CC(C)CNC(=S)NC1CCCC1,-6.6,0.0%,-11.8,-23.1%,-5.8%,.
COc1ccc(NC(=O)CSc2nc3c(sc4ccccc43)c(=O)n2CCCN2CCCC2)cc1,5.0,-0.2%,-3.9,?,.,13.1µM*
CCCC[C@H](NC(=O)[C@H](CO)NC(=O)[C@H](Cc1ccc(O)cc1)NC(=O)[C@H](CO)NC(C)=O)C(=O)N[C@@H](CCC(=O)O)C(=O)N[C@@H](Cc1cnc[nH]1)C(=O)N[C@H](Cc1ccccc1)C(=O)N[C@@H](CCCNC(=N)N)C(=O)N[C@@H](Cc1c[nH]c2ccccc12)C(=O)NCC(=O)N[C@@H](CCCCN)C(=O)N1CCC[C@H]1C(=O)N[C@H](C(N)=O)C(C)C,-6.9,.,-8.8,.,1.3%,.
COC(=O)c1ccc([C@@H]2C[C@H]3CN(Cc4cccnc4)C(=O)[C@]34CCCN24)cc1,-2.6,?,-15.2,10.4µM*,-3.8%,?
CCn1c(-c2ccc([N+](=O)[O-])cc2)n[nH]c1=S,-2.9,-1.3%,-10.1,3.7%,-7.3%,30.7%[activator]
CN(C)S(=O)(=O)c1ccc(N2CCCC2)c(C(=O)Nc2ccccc2Br)c1,.,-11.0%,.,14.7µM*,.,13.1µM*
Cc1nc2ccccc2c(C)c1C(=O)c1ccc(F)cc1,-4.2,5.8%,-4.3,19.3%,-15.6%,-20.7%
COCCCNC(=O)c1cc(-c2cccnc2)nc2ccc(S(=O)(=O)N3CCCCCC3)cc12,-7.6,-7.1%,10.3,-25.3%,.,20.7%
CCCNC(=O)CN1C(=O)COc2ccc(S(=O)(=O)N3CCCCCC3)cc21,-4.2,5.6%&-7.9%,-3.4,-5.4%,.,-8.5%
O=C1N=C(N2CCOCC2)S/C1=C\c1ccc(-c2ccccc2Cl)o1,-0.5,-4.6%,-11.9,?,0.3%,0.1%
COc1ccc(C)cc1S(=O)(=O)N(CC(=O)NCc1ccco1)c1ccc(C)cc1,7.2,3.8%,20.8,6.5%,6.2%,-29.7%
Cc1cccc(NC(=O)c2sc(C)nc2C)c1,49.8*,-8.0%,84.1*,212.3%[activator],-0.4%,215.6%[activator]

Gathered by group, the entries above containing a thiophene ring, fused or not (3)
SMILES,CHX counter,Sm TGR inh,Shiga toxin inh,Pf growth 96h,FBPA Giardia inh,Pf growth 48h
O=C(Nc1cccc(NC(=S)NC(=O)c2cccs2)c1)c1ccccc1,-1.7,-13.8%,16.7,37.6%[activator],-29.9%,28.0%
Cc1oc(-c2cccs2)nc1CN1CCC(CO)(CCOc2ccccc2)CC1,-1.5,-8.1%[57.1 µM],-15.3,2.5%,5.1%,?
COc1ccc(NC(=O)CSc2nc3c(sc4ccccc43)c(=O)n2CCCN2CCCC2)cc1,5.0,-0.2%,-3.9,?,.,13.1µM*

Further structures.
SMILES,CHX counter,Sm TGR inh,Shiga toxin inh,Pf growth 96h,FBPA Giardia inh,Pf growth 48h
O=[N+]([O-])c1ccc(OCCCCN2CCCCC2)cc1,9.9,8.4%,-11.5,?,-7.2%,-9.6%
COC(=O)c1c(NC(C)=O)sc(C(=O)Nc2ccccc2)c1C,10.0,13.4%,27.8,-0.7%,-21.2%,30.3%[activator]
COc1ccc(OCC(=O)Nc2nc3ccc(NC(C)=O)cc3s2)cc1,1.0,.,27.7,?,-1.7%,-5.1%
COc1ccc(-c2nc3c(c(=O)c4ccccc4n3C)c(=O)n2Cc2ccccc2)cc1,-1.0,4.5%,-3.6,2.94µM*,0.0%,-19.5%
Cn1c(=O)c2c(nc(NCc3ccccc3)n2C)n(C)c1=O,-2.0,-9.9%,-20.8,.,0.9%,-6.6%
COCC(=O)N(CCc1ccccc1)Cc1cc2cc(C)ccc2nc1Cl,8.6,39.8µM*,.,0.0%,10.2%,-38.6%
Cc1cc(C)nc(NC(=O)Nc2ccc(F)cc2F)n1,13.5*,3.4%,16.8,92.2%[activator],-2.3%,35.8%[activator]
CN(C)c1nc(SCC(=O)Nc2ccc(Cl)c(Cl)c2)nc(N2CCOCC2)n1,-2.4,-2.0%,-5.4,-2.7%,-2.2%,-19.2%
CCCC(=O)NCCc1nc2cc([N+](=O)[O-])ccc2n1C,-4.6,6.0%,7.1,6.0%,0.5%,13.1%
COc1c(O)ccc(/C=N\NC(=O)c2ccc3c(c2)OCO3)c1[N+](=O)[O-],13.6,-9.4%,11.2,?,1.9%,108.9%[activator]
Cc1nn(-c2ccccc2)c2[nH]c(=O)cc(C(F)(F)F)c12,-2.7,-1.1%,30.2,21.0%,-6.6%,20.3%
COc1ccccc1N1CCN(Cc2ccc(Br)cc2)CC1,-1.6,35.5µM*,.,57.6%[activator],-7.6%,13.4%
Cc1ccc(N(CC(=O)NC2CCCC2)C(=O)CCC(=O)Nc2ccccn2)cc1C,11.2,-6.3%,6.8,-6.5%,10.6%,-20.8%
COc1ccc(CCNC(=O)C2CCCN(S(=O)(=O)c3cccc4nonc34)C2)cc1OC (configuration not stated),1.2,2.1%,-4.7,86.5%[activator],1.9%,?
Cc1c(C(=O)NCC2CCCO2)sc2nc(-c3ccc(F)cc3)cn12 (configuration not stated),31.7*,0.7%,32.4,-7.4%,-10.6%,-0.8%
O=C(O)c1cc(-c2ccc(Cl)cc2)n(-c2ccc(F)cc2)n1,5.5,8.7%,6.1,?,-14.0%,-15.8%
COc1ccc(C(CNC(=O)COc2ccc(Cl)c(C)c2)N2CCCCC2)cc1 (configuration not stated),-2.4,40.6%[activator],-2.9,7.2%,6.1%,?
CCOC(=O)N1CCN(C(=O)CN(c2cccc(OC)c2)S(C)(=O)=O)CC1,-1.0,4.9%,10.3,.,3.5%,-6.6%
OCCC1CN(Cc2cccn2-c2ccccn2)CCN1Cc1ccccc1 (configuration not stated),0.8,-25.4%,-15.5,?,2.1%,43.5%[activator]
COc1ccc2[nH]cc(C(=O)CN3CCCC(C)C3)c2c1 (configuration not stated),-1.3,-0.3%,14.8,22.5%,-3.0%,-6.4%
CCC(=O)N1CCCc2cc(S(=O)(=O)NCc3cccs3)ccc21,0.8,10.8%,-23.1,-21.0%,0.1%,3.9%
COc1ccccc1CN1CC(C(=O)NCCN2CCOC2=O)CCC1=O (configuration not stated),4.0,-18.9%,2.1,44.5%[activator],.,16.5%
CNS(=O)(=O)c1c(C)cc(C)c(N(C)S(=O)(=O)c2ccccc2)c1C,1.1,-8.4%,4.1,?,-7.4%,-22.8%
COc1ccc(/C=N/n2c(-c3cc(C)[nH]n3)n[nH]c2=S)cc1,-2.3,6.0%,5.5,8.0%,-20.9%,29.7%
O=C(CSc1nc2ccccc2c(=O)n1-c1ccc(F)cc1)Nc1ccc(Cl)c(S(=O)(=O)N2CCOCC2)c1,-2.5,-16.2%,-15.0,5.86µM*,1.7%,9.28µM*
COc1ccc(-c2nc3ccccc3c(=O)n2NC(=O)c2cccnc2Cl)cc1OC,-4.4,-11.1%,-14.3,?,-6.7%,1.2%
CCOc1ccc(S(=O)(=O)N2CCOCC2)cc1NC(=O)CSCC(=O)Nc1ccc(C)cc1,0.7,-2.1%,11.1,?,.,?
CC(=O)N1CCc2c(sc(NC(=O)CN3C(=O)c4ccccc4C3=O)c2C(N)=O)C1,-1.2,-20.3%,-3.4,28.3%,-29.1%,38.7%
Fc1ccc(CNC(=S)Nc2cccc(Cl)c2)cc1,6.1,-35.4%,9.6,-0.9%,2.6%,?

A stretch from the list above, for reference:
SMILES,CHX counter,Sm TGR inh,Shiga toxin inh,Pf growth 96h,FBPA Giardia inh,Pf growth 48h
CC(=O)N1CCc2c(sc(NC(=O)CN3C(=O)c4ccccc4C3=O)c2C(N)=O)C1,-1.2,-20.3%,-3.4,28.3%,-29.1%,38.7%
Fc1ccc(CNC(=S)Nc2cccc(Cl)c2)cc1,6.1,-35.4%,9.6,-0.9%,2.6%,?

Screens: PubChem, National Center for Advancing Translational Sciences (NCATS)
